Bioassay records as filed in PubChem.
INS-1E GSIS act = GLuc luminescence reporter in INS-1E cells, primary screen for activators of glucose-dependent secretion of insulin; INS-1E GLuc reporter insulin secretion, 2-3 h; activation, % at 16.6 µM; 0.61% of 370,000 active; AID 743287;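 active = lowest replicate activation of at least 40%, so every replicate reaches that level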;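 note: 0% = median of neutral control wells and 100% = median of IBMX positive control wells; some compounds called inactive have numbers as strong as hits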
RAD54 branch = RAD54 (human) branch migration inhibition. Q92698. RAD54 Holliday junction branch migration, FAM/BHQ fluorescence. inhibition, % at 10.4 µM. 0.14% of 360,000 active. AID 602329;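 active = mean normalized replicate activity at least 40 and at least half of replicates scoring 40 or more; inconclusive = only one of the two criteria met; inactive = mean below 40 and under half of replicates reaching 40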;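 note: 0% = median of neutral control wells and 100% = median of positive control wells; inhibitors cause a drop in the FAM fluorescence signal; in these data hits start at about 50%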
DENV2 CPE rescue = DENV2-induced cell death inhibition | DENV2-infected cells, cytopathic effect rescue, plate reader | CPE inhibition, % at 9.99 µM | 1.7% of 350,000 active | AID 651640; in the data active = CPE inhibition above about 20%, passing the limit was not always enough; inconclusive = no clear call, values can overlap the other calls; tested in BHK-21 cells;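 note: 0% = median of neutral control wells and 100% = median of positive control wells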
CASP6 VEID inh = caspase-6 (human) enzyme inhibition | inhibition, % at 12.5 µM | P55212 | 0.53% of 350,000 active | purified caspase-6, Z-VEID-R110 cleavage fluorescence;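 active = mean inhibition across replicates at least about 35%, with every replicate also reaching that limit, limit read from the data; inconclusive = only one of the two criteria met; inactive = neither criterion met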;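 note: 0% = median of neutral control wells and 100% = no fluorescence left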
Target sequence (P55212 24-179 limits assumed): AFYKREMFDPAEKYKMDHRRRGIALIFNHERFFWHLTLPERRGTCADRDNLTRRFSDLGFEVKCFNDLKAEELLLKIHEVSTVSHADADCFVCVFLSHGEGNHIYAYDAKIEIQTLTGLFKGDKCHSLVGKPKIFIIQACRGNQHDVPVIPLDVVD
Target sequence (P55212 194-293 limits assumed): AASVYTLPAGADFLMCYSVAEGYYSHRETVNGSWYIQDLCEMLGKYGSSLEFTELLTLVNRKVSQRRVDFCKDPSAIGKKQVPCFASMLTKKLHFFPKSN
RAD52 inh = blocks human RAD52 DNA annealing; P43351; recombinant RAD52 DNA annealing, FRET fluorescence; inhibition, % at 18.7 µM; 0.46% of 360,000 active; AID 651710;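 active = every replicate showing at least 50% inhibition; inconclusive = mean inhibition at least 50% but not in every replicate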
Target sequence (P43351 whole entry, looked up): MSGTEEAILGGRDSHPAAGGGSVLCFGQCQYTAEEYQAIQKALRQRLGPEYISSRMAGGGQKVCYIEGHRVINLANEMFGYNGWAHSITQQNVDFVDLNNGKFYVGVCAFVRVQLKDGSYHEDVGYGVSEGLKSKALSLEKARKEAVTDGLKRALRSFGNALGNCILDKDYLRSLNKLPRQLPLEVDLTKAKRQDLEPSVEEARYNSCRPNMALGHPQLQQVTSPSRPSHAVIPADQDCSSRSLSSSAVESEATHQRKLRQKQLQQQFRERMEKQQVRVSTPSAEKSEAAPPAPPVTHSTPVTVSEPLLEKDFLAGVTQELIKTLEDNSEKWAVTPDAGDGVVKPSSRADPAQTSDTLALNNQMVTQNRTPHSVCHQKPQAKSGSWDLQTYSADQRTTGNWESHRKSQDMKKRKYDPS
Xi reactivation = reactivates the inactive X chromosome in mouse fibroblasts; XiGFP mouse fibroblasts, % GFP-positive cells imaging, 3 d; cells co-treated with 5-aza-dC sensitizer; scaled so ellipticine positive control = 100%; 0.055% of 360,000 active; activation, % at 7.58 µM;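 active = mean normalized replicate activation at least 10% and every replicate at or above 10%; inconclusive = only one of the two criteria met; inactive = mean below 10% and not all replicates reach 10%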;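 note: 0% = median of on-plate neutral control wells and 100% = ellipticine 6 µM median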
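assay system = SV40-immortalized XiGFP fibroblast cells, line 68-5-11 | buffer or medium = DMEM plus 5-aza-dC sensitizer | doses = single-point pinned compound dosing | times = 3-day compound exposure, then 15 min fixation at room temperature | benchmarks = positive control ellipticine, 6 µM final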
E-selectin induc = E-selectin induction on HUVECs; HUVEC E-selectin immunofluorescence imaging; normalized: neutral wells 0, TNF-alpha wells 100; AID 686992; activation, % at 7.58 µM; 0.37% of 260,000 active; P16581;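 active = mean E-selectin-positive cell signal at least 10% of the positive control, reached in at least 60% of replicates, without over 20% cell loss; inconclusive = no rule given, readout overlaps actives, possibly toxicity-flagged; inactive = the rest, including those meeting only one limit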;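 note: in these data hits start at about 27%; measured in HUVEC primary endothelial cells; signal is the percent of cells scored E-selectin positive by PE staining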
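assay system = HUVEC, human umbilical vein endothelial cells | input = 3,000 HUVEC seeded per well | medium = EGM-2 growth medium on 0.1% gelatin-coated wells | dosing = one compound dose added by pin transfer | signal = immunofluorescence imaging | read-out basis = % PE-positive cells | control set = TNF-alpha, DMSO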
F508del corr = correctors of CFTR F508del function in bronchial epithelial cells. CFBE cells, YFP halide quenching; stimulated with forskolin plus potentiator P3; % fluorescence drop versus neutral controls. activity (quench increase), % at 7.58 µM. 0.36% of 350,000 active. AID 720511;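 active = mean added fluorescence quench of at least 8% versus neutral control, with both replicates also reaching 8%; inconclusive = only one of the mean or replicate conditions met; inactive = mean below 8% and not both replicates reaching 8%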;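 note: cells transiently co-express mutant CFTR-F508del with the halide-sensitive YFP; corrector assay measuring rescue of mutant channel to the surface after 24 h compound exposure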
* = called active by the depositor; ? = inconclusive; . = no result given.

Every second line gives: INS-1E GSIS act	RAD54 branch	DENV2 CPE rescue	CASP6 VEID inh	RAD52 inh	Xi reactivation	E-selectin induc	F508del corr
[1] CCc1cc(C(=O)N2CCCC(C(=O)c3ccc(C(F)(F)F)cc3)C2)n(C)n1 (configuration not stated)
→ -36	-7	15	4	4	0.0	.	-1.4
[2] CC1CN(c2nc3ccccn3c(=O)c2C=O)CC(C)O1 (configuration not stated)
→ 17	.	6	0	-7	0.1	.	-0.8
[3] Cc1ccc(NC(=O)CS(=O)Cc2nc(-c3ccc(C)cc3)oc2C)cc1 (configuration not stated)
→ 8	8	-1	-2	-7	0.1	0.1	-3.6
[4] O=C(Cn1cnc2nc3n(c2c1=O)CCC3)NCc1ccccc1
→ -5	.	-4	-2	-22	0.0	.	.
[5] NCCN1C(=O)S/C(=C\c2ccc3c(c2)OCO3)C1=O
→ -3	.	-2	-8	23	0.1	0.3	1.4
[6] O=C(CN1C(=O)c2ccccc2C1=O)Nc1cccc(O)c1
→ 11	3	1	1	-1	0.2	.	-0.9
[7] CCN(CC)C(=S)SC1CCCCN(C(=O)c2ccc(F)cc2)C1=O (configuration not stated)
→ -41	.	?	-1	-11	0.0	0.3	1.4
[8] CC(=O)c1cccc(-c2cnc3c(NC=O)cc(-c4cccc(C(=O)N(C)C)c4)cn23)c1
→ .	3	-6	3	-1	0.0	-0.1	5.1
[9] C[C@@H]1CN([C@@H](C)CO)C(=O)Cc2cc(NC(=O)Cc3ccccc3)ccc2O[C@@H]1CN(C)C(=O)NC1CCCCC1
→ 10	0	15	-1	4	0.1	4.4	1.6
[10] CC(=O)Nc1nn(C)c2nc3ccc(C)cc3cc12
→ 8	11	9	-1	-8	0.1	0.3	-2.4
[11] COc1cc(OC)cc(C(=O)NC(C(=O)OCn2nnc3ccccc3c2=O)C(C)C)c1 (configuration not stated)
→ -14	5	7	0	-14	0.0	.	-1.4
[12] CCN(C[C@H]1N[C@@](CC)(C(=O)OC)[C@H]2C(=O)N(C)C(=O)[C@@H]12)C(=O)c1ccc(C(C)(C)C)cc1
→ -8	4	19	2	-4	-0.1	-0.1	2.8
[13] Cc1ccn2c(CNC(C)CCn3cccn3)c(C(=O)N3CCCCCC3)nc2c1 (configuration not stated)
→ 11	.	1	0	-4	0.0	.	-0.1
[14] CC(C)C[C@H]1COc2cc(N3CCC[C@@H]3CO)ccc2S(=O)(=O)N1
→ -4	.	4	1	-2	0.1	2.2	-5.1
[15] CCc1nnc(NC(=O)c2nc(S(=O)(=O)Cc3ccc(C)cc3)ncc2Cl)s1
→ -7	5	?	2	0	0.2	.	6.2
[16] COc1ccccc1NS(=O)(=O)c1cc(NC(=O)c2ccco2)ccc1N1CCOCC1
→ 9	.	1	3	-14	0.0	-0.8	2.0
[17] CCC(C)c1ccccc1OCCCN(C)Cc1ccccc1 (configuration not stated)
→ 192*	4	0	0	0	0.0	-0.1	-0.3
[18] CCC(=O)N(C)C[C@@H]1Oc2ncc(-c3ccc(C#N)cc3)cc2C(=O)N([C@@H](C)CO)C[C@H]1C
→ 1	-4	2	0	-16	-1.0	0.6	1.4
[19] CC1=C(C(=O)OCc2ccccc2)C(c2ccc(Br)cc2)NC(=O)N1CCCC(=O)O (configuration not stated)
→ 1	.	?	-3	-8	-0.2	0.1	3.3
[20] CCOC(=O)C1=C(C)N(C)C(C)=C(C(=O)OCC)C1c1ccc(Cl)cc1
→ -5	.	3	5	-8	0.4	.	4.6
[21] CCOC(=O)N1CCN(C(=O)COC(=O)c2ccc(Cl)nc2)CC1
→ .	-6	4	-1	-16	0.0	-0.1	-1.4
[22] CNc1cncc(-c2ccc(S(C)(=O)=O)cc2)n1
→ 25	-7	3	1	-14	0.1	0.4	1.1
[23] O=C(CCCN1C(=O)/C(=C/c2cccs2)SC1=S)NNC(=O)c1ccccc1O
→ -21	23	.	.	.	1.0	1.0	.
[24] COc1ccc(OC)c(/C=N/NC(=O)c2[nH]nc3c2CCc2ccccc2-3)c1
→ 13	.	-2	-3	-8	0.1	.	-0.6
[25] O=C(CCN1N=C(c2ccccc2)CCC1=O)NC1CCCCC1
→ .	2	7	-3	-1	0.0	-0.1	2.1
[26] Cc1ccc2c(c1)N(CC(=O)N1CCCC(C)C1)C(=O)CO2 (configuration not stated)
→ 15	7	-6	-2	-1	0.1	0.0	2.1
[27] O=C(CN1C(=O)NC2(CCCCCC2)C1=O)Nc1ccc(OC(F)(F)F)cc1
→ .	15	-5	9	-11	0.0	0.5	3.0
[28] COC(=O)c1ccc(CSc2ccc3nnc(-c4cccc(F)c4)n3n2)o1
→ -13	5	-6	0	-50	0.1	0.1	-2.3
[29] Cc1c(C(=O)O)cccc1[N+](=O)[O-]
→ 3	-12	-12	0	-12	.	.	2.6
[30] CCn1cc(C(=O)NCCc2ccc(OC)c(OC)c2)c(=O)c2cc(S(=O)(=O)N3CCOCC3)ccc21
→ 25	-2	-5	2	14	0.0	0.8	1.6
[31] COc1cccc(CN(C)C(=O)c2ccc(NS(=O)(=O)c3ccc4[nH]c(=O)[nH]c4c3)cc2)c1OC
→ 8	2	-7	8	-11	-0.1	0.1	0.2
[32] O=C(C[C@@H]1CC[C@H](NC(=O)c2cccnc2)[C@@H](CO)O1)NCCN1CCCCC1
→ 15	6	-4	4	-9	0.1	-0.1	0.8
[33] O=C(COc1ccc(Br)cc1)Nc1ccc(C(=O)Nc2ccccc2C(=O)O)cc1
→ 27	9	-7	0	-2	0.2	.	-2.6
[34] COc1ccccc1-c1ccc2c(c1)O[C@@H](CN(C)S(=O)(=O)c1ccc(C)cc1)[C@@H](C)CN([C@@H](C)CO)S2(=O)=O
→ 1	0	-4	0	21	0.2	-0.3	1.7
[35] COc1ccc(S(=O)(=O)N(C)C[C@@H]2Oc3c(NC(=O)Nc4ccc(F)cc4)cccc3C(=O)N([C@@H](C)CO)C[C@H]2C)cc1
→ -8	.	5	-2	5	-0.1	0.0	-1.7
[36] Cc1ccc(S(=O)(=O)N[C@@H]2CC[C@@H](CCNC(=O)C3CCCC3)O[C@H]2CO)cc1
→ 9	-9	-2	-1	-5	0.0	-0.1	0.5
[37] C=CCn1c2ccccc2c2n[nH]c(=S)nc21
→ -14	-3	5	-2	-7	0.0	.	2.0
[38] COCC#Cc1cnc2c(c1)C(=O)N([C@@H](C)CO)C[C@@H](C)[C@H](CN(C)C(=O)C1CCCCC1)O2
→ 24	0	-6	3	3	0.0	-0.1	2.7
[39] C[C@@H]1CN([C@H](C)CO)C(=O)c2cc(-c3ccccc3)cnc2O[C@@H]1CN(C)C(=O)NC1CCCC1
→ 5	-3	-3	-2	-5	-0.1	1.0	2.8
[40] COc1ccc2nc3n(c(=O)c2c1)-c1cc2ccccc2cc1C(=O)NC3Cc1ccccc1 (configuration not stated)
→ -25	0	1	-1	-30	0.1	.	4.4
[41] CC(C)[C@@H]1CC[C@@H](C)C[C@H]1OC(=O)C[n+]1cc(-c2ccc(Cl)cc2)n2c1CCCCC2
→ .	.	-19	24	47	0.0	-0.4	-4.2
[42] COc1ccc(CNC(=O)C2CCCN2S(=O)(=O)c2ccc(Cl)cc2)cc1 (configuration not stated)
→ -22	-1	7	-1	-17	.	.	-1.7
[43] O=C(COC(=O)c1ccc(O)cc1O)NC1CC1
→ 6	2	?	4	4	1.0	.	-0.8
[44] COc1ccc2nc3c(c(-c4ccccc4)c2c1)CCC3
→ 18	7	?	1	-13	-0.1	-0.1	-3.3
[45] CCCCCc1cc(=O)oc2c(C(CCN3CCCCC3)c3cc(OC)c(OC)c(OC)c3)c(OC)cc(OC)c12 (configuration not stated)
→ 59*	17	-1	-7	47	-0.1	0.1	-3.7
[46] CCOC(=O)NN1C(=O)c2ccccc2NC1c1ccc(OC)cc1OC (configuration not stated)
→ -10	0	1	1	-14	0.4	-0.9	0.3
[47] C[C@H](CO)N1C[C@H](C)[C@@H](CN(C)Cc2cncnc2)Oc2cc(-c3ccncc3)ccc2S1(=O)=O
→ 7	-11	1	3	18	-0.9	0.2	-0.9
[48] CC(C)NC(=O)Cn1c(SCC(=O)NC2CCCC2)nc2ccccc21
→ -7	-3	-2	2	-10	0.5	-0.1	1.0
[49] C[C@@H]1CCCCO[C@@H](CN(C)Cc2ccc(C(=O)O)cc2)[C@@H](C)CN([C@H](C)CO)C(=O)c2cc(NS(=O)(=O)c3cccs3)ccc2O1
→ 18	7	2	0	-4	0.1	-0.1	0.1
[50] CCNC(=O)[C@H]1[C@H](CO)[C@H]2Cn3c(ccc(-c4ccc(F)cc4)c3=O)[C@@H]1N2C(=O)c1ccccn1
→ 9	0	-1	2	5	0.5	0.6	.

(continued)
Every second line gives: INS-1E GSIS act	RAD54 branch	DENV2 CPE rescue	CASP6 VEID inh	RAD52 inh	Xi reactivation	E-selectin induc	F508del corr
[51] CN1C(=O)c2cc(NC(=O)c3ccc4c(c3)OCO4)ccc2OC[C@@H]2O[C@@H](CC(=O)O)CC[C@H]21
→ 17	1	-2	-1	1	0.0	1.9	-1.8
[52] CCCCc1ccc(NC(=S)N2CCN(c3ncccn3)CC2)cc1
→ -3	20	6	-1	-12	0.0	.	-5.6
[53] O=C(N/C(=C\c1cccc([N+](=O)[O-])c1)C(=O)N1CCOCC1)c1ccco1
→ -21	-6	3	-1	-5	0.1	.	-1.2
[54] O=C(O)CC1(CC(=O)NCc2cccc(Cl)c2)CCCCC1
→ 11	0	-8	3	-18	0.0	1.1	1.1
[55] O=C(OCC12CC3CC(CC(C3)C1)C2)c1ccc(NCc2cc(O)ccc2O)cc1
→ 157*	.	0	10	-11	4.9	0.0	0.0
[56] CC1OC(Oc2c(-c3cc(O)c(O)c(O)c3)oc3cc(O)cc(O)c3c2=O)C(O)C(O)C1O (configuration not stated)
→ -2	10	-2	21	3	.	.	-4.2
[57] O=[N+]([O-])c1ncn(Cc2c(Cl)cccc2Cl)n1
→ 6	.	.	-2	-7	0.1	0.4	0.8
[58] O=S(=O)(NCc1cccnc1)c1cccc2cccnc12
→ -3	-2	.	-2	-14	.	.	-0.7
